# Assay outcomes from PubChem BioAssay.
# FAS TE block: blocks the thioesterase domain of human fatty acid synthase | actives 0.67% (n = 360,000) | AID 602261 | recombinant FAS-TE, OMFH fluorogenic substrate, fluorescence endpoint | inhibition, % at 15 µM | P49327;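 active means compounds whose normalised, plate-corrected inhibition of enzyme fluorescence in the single-dose primary screen is 50% or more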;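 further: 0% = DMSO with enzyme and 100% = substrate without enzyme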
# PABP1 MLLE inh: blocks PAM2 peptide binding to the PABP1 MLLE domain | inhibition, % at 20 µM | P11940 | GST-MLLE / FITC-PAM2 fluorescence polarization | AID 588489 | actives 0.36% (n = 360,000); in the data active means inhibition above about 35%, passing the limit was not always enough;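 further: plate controls were DMSO wells with GST-MLLE for no effect and wells lacking GST-MLLE protein for full effect; some results filed as inactive read as strong as hits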
# MsrA inhibitor: bovine MsrA inhibition; purified bovine MsrA, absorbance read-out; inhibition, % at 15.5 µM; actives 0.75% (n = 360,000); in the data active means inhibition above about 4.5%;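 further: 0% = vehicle wells with enzyme and 100% = reference inhibitor wells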
# CSN inh: inhibitors of human CSN-mediated cullin deneddylation; actives 0.38% (n = 360,000); inhibition, % at 12.5 µM; AID 651999; Purified CSN, SCF-Nedd8-OG deneddylation, fluorescence polarization;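 active means pattern-corrected inhibition above about 35%, with an unprinted fluorescence ratio check between 0.5 and 1.5, limit read from the data, passing the limit was not always enough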;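 further: 0% = enzyme with substrate and 100% = substrate without enzyme; some results filed as inactive read as strong as hits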
#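 Assay system: HEK293T-derived human Csn5 enzyme; quantity: 0.24 nM enzyme; medium: Tris/NaCl/DTT buffer, pH 7.5; also added: substrate SCFSkp2-Nedd8OG, 10 nM; doses: 12.5 µM compound; schedule: 90 min reaction at room temperature; signal: FP; read-out: % inhibition of substrate cleavage by Csn5; benchmarks: substrate-only high control, full reaction low control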
# MsrA act: activators of bovine methionine sulfoxide reductase A; purified bovine MsrA, absorbance read-out; activation, % at 10.6 µM; actives 0.3% (n = 360,000); in the data active means activation above about 7.5%;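 further: 0% = vehicle and 100% = reference activator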
# Tb MetRS inh: blocks T. brucei methionyl-tRNA synthetase activity; inhibition, % at 11.9 µM; actives 0.4% (n = 360,000); purified T. brucei MetRS, ATP depletion, Kinase-Glo luminescence;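 active means inhibition above a per-plate cutoff of the control wells' mean inhibition plus 3 SD, cut at about 5.5% in these data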;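 further: 0% = DMSO wells median and 100% = median of wells with control inhibitor compound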
#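 Material – parasite MetRS enzyme · Medium – HEPES-MgCl2-KCl buffer plus DTT, spermine, BSA, pyrophosphatase · Reagent – ATP, methionine and E. coli bulk tRNA substrates · Times – 15 min enzyme-compound preincubation, 2 h reaction, 10 min detection, 25 °C · Measured by – luminescence of leftover ATP · Evaluation – percent inhibition relative to median high and low control wells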
# Rin1-Abl PPI inh: human Rin1-Abl interaction inhibition | P00519+Q13671 | TR-FRET Rin1/Abl binding, biochemical | inhibition, % at 7.35 µM | actives 0.4% (n = 360,000); in the data active means inhibition above about 5%, passing the limit was not always enough
# Neddyl block: blocks human cullin neddylation; TR-FRET cullin neddylation, biochemical; calls only at 25 µM; actives 0.58% (n = 360,000); AID 651699; in the data active means inhibition above about 36%
# eLon inh: E. coli protease La inhibition. P0A9M0. purified E. coli Lon protease, fluorescence polarization. inhibition, % at 7.94 µM. actives 0.42% (n = 360,000). AID 602123; in the data active means inhibition above about 13%, passing the limit was not always enough;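 further: 0% = enzyme with probe and DMSO and 100% = no enzyme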
# Numbers without * were called inactive; i = inactive; . = no result given.
SMILES,FAS TE block,PABP1 MLLE inh,MsrA inhibitor,CSN inh,MsrA act,Tb MetRS inh,Rin1-Abl PPI inh,Neddyl block,eLon inh
COc1ccc(CCNS(=O)(=O)c2ccc3c(c2)CC(C)N3C(=O)C2CC2)cc1OC (configuration not stated),-1,8,-0.9,0,0,-0.1,0,i,-4
COc1ccc(N2CCN(C(=O)CN(Cc3ccccc3)S(C)(=O)=O)CC2)cc1,-6,14,1.7,-1,-2,-0.1,-2,i,5
CC(NCC(=O)Nc1cc(Cl)cc(Cl)c1)c1ccccc1 (configuration not stated),18,7,1.3,-1,1,-0.7,2,i,-1
CCN(CC)C(=O)CC(c1ccc2c(c1)OCO2)c1c(OC)cc(OC)c2c(-c3ccccc3)cc(=O)oc12 (configuration not stated),28,9,0.5,2,-4,0.4,3,i,-9
CC(C)C(OC(=O)c1nsc(Cl)c1Cl)C(=O)NCC1CCCO1 (configuration not stated),-4,1,-0.5,2,-2,0.2,5,i,-10
CCSc1nc2c(c(-c3ccc(C)o3)c1C#N)CCCC2,24,5,2.4,0,-3,0.1,-3,i,3
Cc1ccc2nsnc2c1S(=O)(=O)N1CCN(Cc2ccc3c(c2)OCO3)CC1,11,5,-0.3,5,-14,-2.0,0,i,2
CCCc1c(C(=O)N/N=C/c2cccc(OCc3ccc(F)cc3)c2)nnn1-c1nonc1N,10,0,0.6,8,0,0.0,-4,i,-6
Cc1cc(SCC#N)n2nc(C)c(-c3ccccc3)c2n1,9,-3,0.2,2,0,-0.2,-4,i,-3
O=S(=O)(c1ccc(Oc2ccc3oc4ccccc4c3c2)nc1)N1CCCC1,7,12,0.5,-2,-2,0.7,0,i,7

# Four of the compounds above, with each value named:
CC(NCC(=O)Nc1cc(Cl)cc(Cl)c1)c1ccccc1 (configuration not stated)
  FAS TE block = 18 | PABP1 MLLE inh = 7 | MsrA inhibitor = 1.3 | CSN inh = -1 | MsrA act = 1 | Tb MetRS inh = -0.7 | Rin1-Abl PPI inh = 2 | Neddyl block = i | eLon inh = -1
CC(C)C(OC(=O)c1nsc(Cl)c1Cl)C(=O)NCC1CCCO1 (configuration not stated)
  FAS TE block = -4 | PABP1 MLLE inh = 1 | MsrA inhibitor = -0.5 | CSN inh = 2 | MsrA act = -2 | Tb MetRS inh = 0.2 | Rin1-Abl PPI inh = 5 | Neddyl block = i | eLon inh = -10
CCSc1nc2c(c(-c3ccc(C)o3)c1C#N)CCCC2
  FAS TE block = 24 | PABP1 MLLE inh = 5 | MsrA inhibitor = 2.4 | CSN inh = 0 | MsrA act = -3 | Tb MetRS inh = 0.1 | Rin1-Abl PPI inh = -3 | Neddyl block = i | eLon inh = 3
Cc1ccc2nsnc2c1S(=O)(=O)N1CCN(Cc2ccc3c(c2)OCO3)CC1
  FAS TE block = 11 | PABP1 MLLE inh = 5 | MsrA inhibitor = -0.3 | CSN inh = 5 | MsrA act = -14 | Tb MetRS inh = -2.0 | Rin1-Abl PPI inh = 0 | Neddyl block = i | eLon inh = 2

# The listing picks up, starting four compounds before the break.
SMILES,FAS TE block,PABP1 MLLE inh,MsrA inhibitor,CSN inh,MsrA act,Tb MetRS inh,Rin1-Abl PPI inh,Neddyl block,eLon inh
Cc1ccc2nsnc2c1S(=O)(=O)N1CCN(Cc2ccc3c(c2)OCO3)CC1,11,5,-0.3,5,-14,-2.0,0,i,2
CCCc1c(C(=O)N/N=C/c2cccc(OCc3ccc(F)cc3)c2)nnn1-c1nonc1N,10,0,0.6,8,0,0.0,-4,i,-6
Cc1cc(SCC#N)n2nc(C)c(-c3ccccc3)c2n1,9,-3,0.2,2,0,-0.2,-4,i,-3
O=S(=O)(c1ccc(Oc2ccc3oc4ccccc4c3c2)nc1)N1CCCC1,7,12,0.5,-2,-2,0.7,0,i,7
Cc1cc(C)cc(CN2CCC(Oc3ccc(C(=O)N4CCCC4)cc3)CC2)c1,-6,-3,0.8,-2,1,-0.4,6,i,0
CCCC(=O)Nc1cccc(S(=O)(=O)N(C)c2ccccc2)c1,-4,-20,-0.8,3,-4,0.3,3,i,-4
C#CCOCCOCCOCCNc1nc(N2CCN(C(=O)[C@H](CCC(=O)O)n3cc([C@@H](N)[C@H](C)CC)nn3)CC2)nc(N2CCN(C(=O)[C@H](CCC(=O)O)n3cc([C@@H](N)CC(N)=O)nn3)CC2)n1,-10,-18,-0.1,-4,-4,-0.1,-5,i,2
CCCCSc1nnc(CCNC(=O)OC(C)(C)C)o1,4,1,-0.1,105,-3,-0.5,2,i,2
CCn1c(SCC(=O)c2ccc3c(c2)OCCO3)nnc1-c1ccco1,-5,9,1.9,-3,-2,-0.8,0,i,0
COc1ccc(C(=O)NCC(C)(C)CNC(=O)c2ccc(OC)cc2)cc1,-4,8,0.1,4,-1,-0.3,-1,i,-14
Cc1ccc(/C=C(\NC(=O)c2ccccc2)C(=O)N2CCCCC2)cc1,-2,1,-0.6,1,-5,-0.6,0,i,-6
CC(=O)c1cccc(NC(=O)CN2C(=O)c3ccccc3C2=O)c1,-2,0,0.3,0,-4,-0.6,-1,i,-3
CCOC(=O)N1CCN(c2nc(C)c3c(n2)CC(C)CC3=O)CC1 (configuration not stated),-3,9,-0.4,-6,-4,-0.1,1,i,-3
COc1cccc(C2CC(C(F)(F)F)n3ncc(C(=O)NC(C)(C)C)c3N2)c1 (configuration not stated),5,7,0.3,-4,-1,-0.2,-4,i,-5
CC(=O)Nc1ccc(NS(=O)(=O)c2cc(C)sc2C)cc1,-8,-3,1.4,4,3,0.1,0,i,13
O=C(Nc1ccccc1C(F)(F)F)N1CCN(c2ccc3nncn3n2)CC1,-4,7,1.2,0,-2,-0.5,-4,i,-14
OC(C#CCCN1CCCCC1)(c1ccccc1)c1ccccc1,-6,-5,0.8,-3,-3,-0.3,-1,i,0
CC(C)(C)NC(=O)C[C@H]1C[C@H](C(=O)N2CCOCC2)[C@@]2(C)c3[nH]c4ccc(Cl)cc4c3CCN2C1=O,-6,13,-0.5,2,-1,-0.5,3,i,-5
Cc1cscc1-c1ccc(C(=O)Nc2c(C)cccc2C)o1,8,-79,0.8,6,-2,-1.6,-3,i,1
O=C1CN(S(=O)(=O)c2cc(Cl)ccc2Cl)c2ccccc2N1,3,-7,0.6,7,-2,-0.3,-1,i,-1
COC(=O)C1=C(C)NC(C)=C(C(=O)OC)C1c1ccc(C)o1,1,-7,1.9,7,-4,2.1,1,i,-3
Cc1ccc(S(=O)(=O)Nc2ccc(O)c(S(=O)(=O)c3ccc(C)cc3)c2)cc1,1,-2,0.5,-1,-3,-0.1,-1,i,-7
Cc1coc2cc3oc(=O)ccc3cc12,-4,9,-0.4,-3,-1,0.0,0,i,2
NN=C(c1cccc([N+](=O)[O-])c1)c1cccc([N+](=O)[O-])c1,8,2,-0.6,6,-1,0.0,1,i,-7
CCc1ccc2oc(C(=O)NCC(c3ccc(OC)cc3)N3CCCCC3)c(C)c2c1 (configuration not stated),24,-13,0.4,0,-2,1.0,0,i,-5
CCCc1ccc(C(=O)NC(=O)c2ccccc2O)cc1,-2,-3,0.9,1,1,0.2,0,i,-1
COc1ccc(C(=O)N[C@H](C(=O)NCc2ccccc2)C(C)C)cc1,-1,15,-0.6,-3,-3,0.2,-1,i,-9
O=C(COC(=O)c1ccc2c(c1)OCO2)NCc1ccc2c(c1)OCO2,-4,-1,0.5,-4,-13,-1.1,-1,i,-13
CCN1CCN(C2=C(Cl)C(=O)N(Cc3ccccc3)C2=O)CC1,-2,35,-0.1,-8,3,0.1,-7,i,15
Cc1nn(C)c(Cl)c1/C=C/C(=O)O,-4,-6,1.9,12,-2,-0.2,-2,i,5
CCOC(=O)Cc1cc(=O)n2[nH]c(-c3ccc(C)cc3)cc2n1,-6,-17,-0.7,1,-2,-0.3,-2,i,-4
O=C(CNc1ccccc1Cl)c1ccc(Br)cc1,18,-11,-0.5,0,0,-0.3,1,i,-4
COc1ccc(CN2CNc3c(c(=O)n(C)c(=O)n3C)C2)cc1,-11,-8,-0.5,0,-3,0.5,-2,i,3
O=C(CC(c1ccccc1)c1cc(Cl)ccc1O)NCCCN1CCOCC1 (configuration not stated),-5,1,1.0,5,-2,0.0,-1,i,4
C[C@@H]1CN([C@H](C)CO)C(=O)CCCn2nncc2CO[C@H]1CN(C)Cc1cccc(C(F)(F)F)c1,-7,13,-0.4,-3,0,0.7,0,i,-4
C=C[C@@]1(C)CC(=O)[C@]2(O)[C@@]3(C)[C@@H](O)CCC(C)(C)[C@@H]3[C@H](OC(C)=O)[C@H](O)[C@@]2(C)O1,1,6,-0.1,2,-1,-0.1,-2,i,-3
CCn1c([N+](=O)[O-])nc2c1c(=O)[nH]c(=O)n2C,1,6,1.9,-4,1,0.4,2,i,-6
CCOC(=O)N1CCN(C(=O)c2cc3c(=O)[nH]c4ccccc4c3s2)CC1,-6,-2,2.1,5,0,-0.6,-3,i,9
CCOc1cccc2cc(C(=O)NCc3ccc(F)cc3)c(=N)oc12,-4,-119,-0.9,-1,-2,-0.6,0,i,-11
CC(C)c1ccc(C(=O)N2CCCC(c3cc(C(=O)NCc4ccccc4)no3)C2)cc1 (configuration not stated),9,3,0.1,-2,-1,-0.1,-3,i,-1
O=S(=O)(c1ccccc1)c1nc(-c2ccco2)oc1NCc1ccco1,8,3,1.3,-1,-3,-1.2,1,i,-2
Cc1ccc(N2C(=O)C3C(C(=O)c4ccccc4)=NN(c4ccccc4)C3C2=O)cc1 (configuration not stated),42,-14,0.3,4,-13,-1.3,4,i,1
Cc1ccc2c(c1)N(CCC(=O)NC1CCCCC1)C(=O)CO2,1,0,-0.1,0,-2,0.3,0,i,-1
CC1=C(C(=O)OC(C)C)C(c2ccc(Cl)cc2)n2c(s/c(=C\c3ccc(OCC(=O)O)cc3)c2=O)=N1 (configuration not stated),15,-127,1.3,84*,-3,-0.9,2,i,-6
O=S1(=O)CC(N2CCN(Cc3ccccc3F)CC2)CN1Cc1cn(Cc2cccc(Cl)c2)nn1 (configuration not stated),-5,.,1.2,-3,-6,-1.1,.,i,-8
O=C(c1cc2c(=O)n3ccccc3nc2s1)N1CCN(Cc2ccc3c(c2)OCO3)CC1,8,-5,2.5,1,-4,-0.3,-1,.,-3
Cc1cc2[nH]c(=O)c(=O)[nH]c2cc1S(=O)(=O)N1CCN(c2ccccc2F)CC1,31,9,0.3,2,0,0.4,0,i,1
CSc1nc2nc3c(cc2c(=O)n1-c1ccccc1C)COC(C)(C)C3,-3,-2,2.6,0,-3,-0.1,-2,i,5
Nn1c(SC/C=C/c2ccccc2)nnc1-c1ccccn1,-3,-38,-0.7,0,-2,1.8,5,i,-7
COc1ccc(CCNC(=O)c2cc(-c3ccccc3)c(N3CCOCC3)s2)cc1OC,16,15,1.1,-1,-2,-0.6,2,i,4
C[C@H](CO)N1C[C@H](C)[C@@H](CN(C)S(=O)(=O)c2cn(C)cn2)Oc2ccc(NC(=O)Cc3ccccc3)cc2C1=O,-13,-12,0.3,-4,4,-0.3,2,i,-2
COc1ccc(NCCc2ccccn2)cc1,-5,6,-0.3,-4,-2,0.4,2,i,-4
O=S(=O)(Nc1ccc2[nH]ncc2c1)c1ccccc1Cl,-36,16,-0.6,-3,-3,-0.7,1,i,-8
